Source: PubChem BioAssay (several laboratories)
RGS4 block: RGS4 inhibitors, primary screen, cell-based, HEK293 M3R inducible RGS4, calcium flux. Fluo-4 calcium flux; stronger effect = higher value; triggered by carbachol at its EC20. B-score at 10 µM. 310,000 compounds, 0.45% hits;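 active means B-score, a plate-corrected calcium signal, over three deviations above library mean, with baseline fluorescence within five deviations of library mean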;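 further: RGS4 expression induced by doxycycline in cells with stable M3 receptor; B-score is computed from the integrated fluorescence ratio over baseline after carbachol; higher B-score means a larger calcium signal and so more RGS4 inhibition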
KCNK9 inh: KCNK9 potassium channel inhibitors, primary screen, HEK293 cells, thallium flux. Potassium channel subfamily K member 9 (Homo sapiens), Q9NPC2. FluxOR thallium flux fluorescence; stronger effect = lower value. B-score at 10 µM. 310,000 compounds, 1.2% hits. AID 488922, 2010;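 active means ratio B-score over 3 SD below the library mean, with starting fluorescence within 5 SD of its mean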;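 further: negative B-score means less thallium flux so channel inhibition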
PolyA inh: polyadenylation inhibitors in yeast reporter cells, primary screen, luminescence, S. cerevisiae; S. cerevisiae SKY197-pL101 polyadenylation reporter, beta-gal luminescence; efflux-impaired pdr1/pdr3 knockout yeast; score 100 = 6 SD above DMSO; calls only at 12 µM; 300,000 compounds, 0.02% hits; AID 1875, 2009;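 active means lowest replicate activity score at least 50, where 100 means six control SD above control mean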;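 further: yeast exposed to compound for 9 h at 30 °C; higher score means more reporter readthrough which indicates perturbed polyadenylation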
hERG rescue: hERG rescue from dofetilide block, primary screen, cell-based, CHO-hERG, FluxOR thallium flux, dofetilide IC70. Voltage-gated inwardly rectifying potassium channel KCNH2 (Homo sapiens), Q12809. dofetilide IC70 present. activation (rescue from dofetilide block), less the hit threshold, % at 10 µM. 310,000 compounds, 0.51% hits. AID 1511, 2009;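 active means activation above the mean of controls blocked by dofetilide plus 5 SD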;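 further: thallium influx through hERG after potassium depolarization seen as dye fluorescence rise; in these data hits start at about 4.7%; inactives centre near -7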
Target sequence (Q12809 whole entry, looked up): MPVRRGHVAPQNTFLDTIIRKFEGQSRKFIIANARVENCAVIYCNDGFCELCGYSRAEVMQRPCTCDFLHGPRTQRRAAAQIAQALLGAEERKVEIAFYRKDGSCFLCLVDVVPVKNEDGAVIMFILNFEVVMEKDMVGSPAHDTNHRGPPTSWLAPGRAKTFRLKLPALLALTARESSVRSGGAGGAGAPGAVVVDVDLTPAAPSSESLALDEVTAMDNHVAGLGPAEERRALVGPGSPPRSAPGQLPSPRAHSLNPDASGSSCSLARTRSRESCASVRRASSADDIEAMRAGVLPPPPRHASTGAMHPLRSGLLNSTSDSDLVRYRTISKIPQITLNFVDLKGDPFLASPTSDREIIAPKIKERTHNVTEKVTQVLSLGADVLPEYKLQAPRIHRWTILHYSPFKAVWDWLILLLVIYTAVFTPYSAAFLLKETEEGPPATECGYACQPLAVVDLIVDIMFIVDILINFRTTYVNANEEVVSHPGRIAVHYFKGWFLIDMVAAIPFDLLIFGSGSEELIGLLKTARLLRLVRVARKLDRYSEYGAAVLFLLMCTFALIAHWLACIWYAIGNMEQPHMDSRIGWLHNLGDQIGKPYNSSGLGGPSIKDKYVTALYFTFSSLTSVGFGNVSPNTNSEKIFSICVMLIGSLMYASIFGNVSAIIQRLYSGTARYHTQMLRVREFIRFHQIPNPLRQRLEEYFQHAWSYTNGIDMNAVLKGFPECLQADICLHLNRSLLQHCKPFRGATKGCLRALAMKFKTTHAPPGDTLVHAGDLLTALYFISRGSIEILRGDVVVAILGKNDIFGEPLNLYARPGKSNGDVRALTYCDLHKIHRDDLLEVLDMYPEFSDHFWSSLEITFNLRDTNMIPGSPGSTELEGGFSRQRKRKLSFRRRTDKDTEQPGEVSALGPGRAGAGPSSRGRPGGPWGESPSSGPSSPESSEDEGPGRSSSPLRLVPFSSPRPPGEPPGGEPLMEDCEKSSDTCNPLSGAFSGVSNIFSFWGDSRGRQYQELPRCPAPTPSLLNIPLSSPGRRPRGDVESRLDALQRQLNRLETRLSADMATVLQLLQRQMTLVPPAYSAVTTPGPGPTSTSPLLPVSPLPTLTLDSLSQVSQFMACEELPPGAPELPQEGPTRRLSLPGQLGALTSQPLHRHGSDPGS
KCNQ1 pot: potentiators or activators of KCNQ1 channel, primary screen, cell-based, thallium flux, high-throughput; B-score at 10 µM; 310,000 compounds, 0.35% hits; Potassium voltage-gated channel subfamily KQT member 1 (Homo sapiens), P51787; CHO-K1 KCNQ1, thallium flux FluxOR fluorescence; stronger effect = higher value;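 active means fluorescence ratio B-score, a plate-corrected score, at least three library SD, with initial intensity B-score within 5 SD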
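assay system = CHO-K1 cells stably expressing KCNQ1 | medium = assay buffer, equal DMSO in all wells | timing = 37 °C overnight plating, 90-min dark dye load, 20-min compound pretreatment | measured by = kinetic FluxOR thallium fluorescence, 10-s 1-Hz baseline, 110-s post-stimulus read | measure = fluorescence change relative to baseline, converted to B score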
KCNQ1 inh: inhibitors of human KCNQ1 channel, primary screen, cell-based, thallium flux, high-throughput. CHO-K1 KCNQ1, FluxOR thallium flux fluorescence; stronger effect = higher value. B-score at 10 µM. 310,000 compounds, 1.3% hits;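 active means compounds whose thallium flux B-score, printed positive for inhibition, exceeds three library SD while starting fluorescence stays within three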;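 further: channel opened by potassium depolarization with thallium stimulus after 20 min compound exposure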
GSK3B inh: human GSK3beta kinase inhibitors, primary screen, biochemical, cell-free homogeneous, HTS | Glycogen synthase kinase-3 beta (Homo sapiens), P49841 | GST-GSK3beta kinase, ADP-Glo luminescence, 60 min; stronger effect = lower value | activity score (negative = inhibition), % at 10 µM | 300,000 compounds, 0.038% hits;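 active means more than half of replicate wells score below -50%, meaning over 50% inhibition versus plate controls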;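 further: 0% = median DMSO wells and -100% = median GW8510 positive control wells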
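Assay system: GST-tagged human GSK3beta kinase, cell-free; Input: 1.6 ng GSK3beta; Medium: Tris/MgCl2 kinase buffer; Timing: 60 min enzyme reaction, room temperature; Signal: ADP-Glo luminescence quantifying ADP generated by kinase; Evaluation: score relative to plate controls; Benchmarks: DMSO neutral wells and GW8510 at 20 µM as positive.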
DYRK1A inh: rat Dyrk1A kinase inhibitors, primary screen, biochemical, single point, plate reader; inhibition, % at 12.5 µM; 310,000 compounds, 0.43% hits; AID 504441, 2011; ADP-Glo luminescence, NFATc1 peptide; Dual specificity tyrosine-phosphorylation-regulated kinase 1A (Rattus norvegicus), Q63470; in the data active means inhibition above about 50%;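 further: plate controls were vehicle with enzyme for no effect and no enzyme for full effect; many of its hits are not listed in these tables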
GSK3 alpha inh: blockers of GSK3A enzyme activity – biochemical, luminescence, cell-free homogeneous, HTS, primary screen. GSK-3 alpha kinase, ADP-Glo luminescence, 60 min. inhibition, % at 10 µM. 320,000 compounds, 0.1% hits. AID 2650, 2010;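 in the data active means inhibition above about 50%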;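 further: GST-tagged GSK-3 alpha with peptide substrate and 25 µM ATP; 0% = DMSO neutral wells and 100% = GW8510 positive control wells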
KCNK3 inh: human KCNK3 channel inhibitors, primary screen, CHO cells, FluxOR thallium flux, B-score. Potassium channel subfamily K member 3 (Homo sapiens), O14649. FluxOR fluorescence; stronger effect = lower value. B-score at 10 µM. 340,000 compounds, 0.84% hits. AID 602410, 2012;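 active means B-score under library mean minus 4 SD, starting fluorescence ratio at most library mean plus 5 SD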;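 further: more negative B-score means stronger inhibition of thallium flux through KCNK3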
RGS4 act: RGS4 potentiators or activators, primary screen, cell-based, HEK293 M3R inducible RGS4, calcium flux. 310,000 compounds, 0.92% hits. carbachol calcium flux Fluo4; stronger effect = lower value. B-score at 10 µM;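 active means B-score of the integrated calcium signal more than 4 SD below the library mean, with starting fluorescence not abnormally high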;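 further: negative B-score means reduced calcium response which marks RGS4 activation or potentiation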
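Material: Inducible-RGS4 HEK293 cells carrying M3 receptor; also added: carbachol at ECmax as muscarinic agonist stimulus; incubation: compound preincubation 20 min at room temperature before agonist; signal: Fluo4-AM (2 µM) calcium-flux fluorescence, kinetic read; measure: integrated calcium ratio converted to B score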
* = called active by the depositor; i = inactive; . = no result given.

SMILES	RGS4 block	KCNK9 inh	PolyA inh	hERG rescue	KCNQ1 pot	KCNQ1 inh	GSK3B inh	DYRK1A inh	GSK3 alpha inh	KCNK3 inh	RGS4 act
CCC(CC)C(=O)c1c[nH]c(C(=O)NCCCN2CCOCC2)c1	i	i	i	-4	i	i	-7	-6	-2	i	i
C=CCn1c(=O)c2c3c(sc2n2c(Nc4ccc(C(=O)OCC)cc4)nnc12)CCCC3	i	i	i	-6	i	i	0	-9	.	i	i
CCOc1ccc(NCCC#N)cc1	i	i	i	-7	i	i	0	-1	0	i	i
CN(C)c1ccc(/C=N/NC(=O)CCCO)cc1	i	i	i	-7	i	i	1	0	-2	i	i
COC(=O)c1sccc1NC(=O)Nc1ccc(Cl)c(Cl)c1	i	i	i	-4	i	i	-4	2	0	i	i
C=CCNC(=O)c1onc(CSc2cccc(Cl)c2)c1C(=O)O	i	i	.	-7	i	i	1	-7	-6	i	i
CCc1ccc(NC(=O)CN(c2ccc(OC)cc2)S(=O)(=O)c2c(C)[nH]c(=O)[nH]c2=O)cc1	i	i	i	-14	i	i	2	-2	.	i	i
CCOc1ccccc1NC(=O)NNC(=O)COc1cccc(C)c1C	i	i	i	1	i	i	1	2	0	i	i
CC(C)(C)C(=O)/C(C#N)=C/c1ccc(O)cc1	i	i	i	-8	i	i	4	-2	1	i	i
CCOc1ccc2[nH]c3c(=O)n(CCc4ccc(OC)cc4)cnc3c2c1	i	i	i	-6	i	i	2	-3	-1	i	i
O=C1C=C(NCC2CCCO2)CC(c2ccccc2)C1 (configuration not stated)	i	i	i	-5	i	i	-1	5	.	i	i
CC(C)COP(=O)(c1ccc(N(C)C)cc1)C(O)c1ccncc1 (configuration not stated)	i	i	i	-7	i	i	2	3	0	i	i
CCC(Sc1ccc2nnc(-c3cccnc3)n2n1)C(=O)OC (configuration not stated)	i	i	i	-5	i	i	-3	.	-1	i	i
CCCN(C(=O)CSc1nc2c(cnn2-c2ccccc2)c(=O)[nH]1)C1CCS(=O)(=O)C1 (configuration not stated)	i	i	i	-6	i	i	-2	1	1	i	i
COc1ccccc1CNC(=O)C1CCN(S(=O)(=O)c2ccc3c(c2)OCCO3)CC1	i	i	i	-8	i	i	-1	2	0	i	i
COc1cc(OC)cc(C(=O)N2CCC(C(=O)Nc3ccc4c(c3)OCCO4)CC2)c1	i	i	i	-6	i	i	3	-11	-1	i	i
Oc1ccc(/C=N/n2c(-c3ccccc3)n[nH]c2=S)cc1	i	i	i	-4	i	i	-2	55*	6	i	i
CC(=O)Nc1cc(NC(C)=O)cc(C(=O)OCC(=O)N2CC(C)OC(C)C2)c1 (configuration not stated)	i	i	i	-5	i	i	-2	-10	0	i	i
CCOC(=O)CNC(=O)CSc1ncnc2c1cnn2-c1ccccc1	i	i	i	-11	i	i	-1	6	-2	i	i
O=C(c1cccc(Br)c1)N1CCN(c2ccccn2)CC1	i	i	i	-7	i	i	3	.	-3	i	i

Three records picked at random from the list so far:
SMILES	RGS4 block	KCNK9 inh	PolyA inh	hERG rescue	KCNQ1 pot	KCNQ1 inh	GSK3B inh	DYRK1A inh	GSK3 alpha inh	KCNK3 inh	RGS4 act
O=C(c1cccc(Br)c1)N1CCN(c2ccccn2)CC1	i	i	i	-7	i	i	3	.	-3	i	i
CCC(CC)C(=O)c1c[nH]c(C(=O)NCCCN2CCOCC2)c1	i	i	i	-4	i	i	-7	-6	-2	i	i
CC(C)COP(=O)(c1ccc(N(C)C)cc1)C(O)c1ccncc1 (configuration not stated)	i	i	i	-7	i	i	2	3	0	i	i

(continued)
SMILES	RGS4 block	KCNK9 inh	PolyA inh	hERG rescue	KCNQ1 pot	KCNQ1 inh	GSK3B inh	DYRK1A inh	GSK3 alpha inh	KCNK3 inh	RGS4 act
Oc1[nH]c2ccccc2c1C=Nc1ccc2c(c1)OCCO2	i	i	i	-6	i	i	-1	-4	.	i	i
COc1ccccc1N1CCN(C(=O)c2cc(-c3ccc(Cl)c(Cl)c3)on2)CC1	i	i	i	-13	i	i	0	9	-1	i	i
O=C(CCCN=C1NS(=O)(=O)c2ccccc21)OCC(=O)c1ccc(F)cc1	i	i	i	-5	i	i	0	2	-1	i	i
COc1ccc(/C=C/c2n[nH]c(=O)c(C#N)c2C)cc1	i	i	i	-3	i	i	-2	0	6	i	i
CC1CCCCC1NS(=O)(=O)c1ccc(S(=O)(=O)N2CCN(CCC#N)CC2)cc1 (configuration not stated)	i	i	i	-8	i	i	-4	14	-3	i	i
N#CCCN(CCC#N)C(=O)COc1ccc(Cl)cc1Cl	i	i	i	-6	i	i	-3	0	1	i	i
C=CCNC(=S)NNC(=O)C(CCCC)CC(C)O (configuration not stated)	i	i	i	1	i	i	0	2	-2	i	i
COc1ccc(C(=O)CSc2nnc(CNC(=O)c3ccc(OC)c(OC)c3)n2C)cc1	i	i	i	-6	i	i	3	7	-3	i	i
O=C(NCCCN1CCCC1=O)NC12CC3CC(CC(C3)C1)C2	i	i	i	-14	i	i	0	-4	-1	i	i
Cc1cccc(-n2nnc(C(=O)Nc3ccc(F)cc3)c2N)c1	i	i	i	-13	i	i	0	-2	-2	i	i
COCCn1c(N)c(N(Cc2ccccc2)C(=O)CSCC(=O)Nc2ccc(OC)cc2)c(=O)[nH]c1=O	i	i	i	-13	i	i	2	4	-4	i	i
Cc1cc(F)c(F)c(C(=O)N2CCCCC2C)c1Cl (configuration not stated)	i	i	i	-6	i	i	-6	.	1	i	i
CCn1cc(Cl)c(C(=O)NNC(=O)CCn2nc(C)c([N+](=O)[O-])c2C)n1	i	i	i	-5	i	i	2	-2	1	i	i
CCOc1ccccc1C(=O)NN1C(=O)C2CCCCC2C1=O (configuration not stated)	i	i	i	-4	i	i	3	2	0	i	i
O=C(Nc1cccnc1Cl)c1cc(-c2ccco2)on1	i	i	i	-9	i	i	-4	2	-2	i	i
COC(=O)CSc1nnc(-c2ccc(OC)c(OC)c2)o1	i	i	i	-10	i	i	-2	0	1	i	i
C/C(N)=C(\C#N)C(=O)NCCc1ccccn1	i	i	i	-2	i	i	-2	-2	15	i	i
Cc1onc(-c2ccccc2)c1C(=O)NNC(=S)NC(=O)c1ccc2c(c1)OCO2	i	i	i	-11	i	i	0	-7	0	i	i
CCN1CNC(=S)N(c2cccc(C)c2)C1	i	i	i	-6	i	i	-2	-5	0	i	i
CCN(C(=O)CC(C)C)c1nnc(Cn2nnc3ccccc32)s1	i	i	i	-12	i	i	2	-2	0	i	i
O=C(COC(=O)C1CCN(c2ccc(C(F)(F)F)cn2)CC1)Nc1ccc(F)cc1[N+](=O)[O-]	i	i	i	-14	i	i	0	8	-1	i	i
CCOc1ccc(S(=O)(=O)N(C)CC(=O)NC2CC2)cc1	i	i	i	-7	i	i	1	-1	-1	i	i
O=C1OC(/C(=C\Nc2ccc(F)cc2F)[N+](=O)[O-])c2ccccc21 (configuration not stated)	i	i	i	-12	i	i	1	-6	0	i	i
O=c1[nH]c(CSc2nnc(-c3ccccc3)n2C2CCCCC2)nc2ccccc12	i	i	i	-7	i	i	0	-4	3	i	i
CC(C)(C)c1ccc(C(=O)NCC(=O)N2CCCCCC2)cc1	i	i	i	-7	i	i	-5	-5	-1	i	i
CC(C)(C)c1ccccc1OCC(=O)NCCC(=O)O	i	i	i	-4	i	i	-1	-2	-6	i	i
Cc1cccc(N=Nc2ccc(O)c3ncccc23)c1	i	i	i	2	10*	i	2	-3	-1	i	i
COC(=O)C1(C)NC(c2ccccc2F)C2C(=O)N(c3ccccc3)C(=O)C21 (configuration not stated)	i	i	i	-4	i	i	-3	1	.	i	i
Cc1noc(C)c1S(=O)(=O)NCCN1CCN(c2ccccc2)CC1	i	i	i	-8	i	i	3	-2	0	i	i
O=c1[nH]c(CSc2nc(-c3ccccc3)cs2)nc2ccccc12	i	i	i	-7	i	i	1	-5	-1	i	i
CN(C)CC(=O)Nc1ccc(S(N)(=O)=O)cc1	i	i	i	-3	i	i	1	-5	-1	i	i
COc1ccc(OC)c(Nc2nc(-c3sc(NC(=O)C(C)(C)C)nc3C)cs2)c1	i	-13*	i	-15	i	i	0	4	-2	i	i
CN(C)C(=O)CSc1nc2ccc(C(=O)c3ccccc3)cc2[nH]1	i	i	i	0	i	i	1	-2	.	i	i
COCC(=O)N(Cc1cc2cc(C)ccc2[nH]c1=O)c1ccccc1	i	i	i	-3	i	i	1	5	0	i	i
Cc1onc(-c2c(F)cccc2Cl)c1C(=O)NC1=NCCS1	i	i	i	-9	i	i	0	2	1	i	i
COc1cc(NC(=S)NNC(=O)CC(C)C)c(OC)cc1Cl	i	i	i	-2	i	i	12	2	0	i	i
Cc1ccc2c(c1)C1CN(C)CCC1N2C(=O)COc1ccccc1F (configuration not stated)	i	i	i	-19	i	i	1	-3	4	i	i
COc1cc(/C=C/c2cccc[n+]2C)ccc1OCC(=O)Nc1cccc(Cl)c1	i	i	i	-11	i	i	-12	5	17	i	i
CN(C)S(=O)(=O)N(Cc1ccc(Br)cc1)c1ccccc1	i	-7.4*	i	-8	i	i	0	-3	-2	i	i
O=C(OCC(=O)N1CCCC1=O)c1nc(Cl)c(Cl)c(Cl)c1Cl	i	i	i	-15	i	i	-3	-5	5	i	i
Cn1c(=S)oc2ccccc21	i	i	i	-7	i	i	3	0	-2	i	i

These rows are one share of the data. The share of hits here may be higher or lower than overall.
